telomere uncapping – survival after telomere uncapping, modulators, primary screen, cell-based (AID 1259312); fold change at 10 µM; HCT116 + Ad-hTR-mut, survival, MTT, 5 d; stronger effect = higher value; actives 4.5% (n = 4,500);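 active means cell survival measured by absorbance rises more than 2.5-fold over infected cells without compound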;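 further: virus expresses mutant telomerase RNA that uncaps telomeres and kills cells; compound added 2 days after infection so exposure lasts 3 days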
* = called active by the depositor.

SMILES	telomere uncapping
CCC12CCCN3CCc4c(n(c5ccccc45)C(O)(C(=O)OC)C1)C32 (stereo unspecified)	-1.02
O=C1c2ccccc2C(=O)c2c(O)c(O)cc(O)c21	-1.14

Screens (PubChem BioAssay)

A portion of the library, so the mix of outcomes need not match the whole.
